From PubChem BioAssay
K1F lysis inhibition = inhibition of K1F phage lysis, E. coli UTI89, bacterial capsule biogenesis inhibitors, alamar blue (AID 488966) | E. coli UTI89 K1F phage lysis, alamar blue, 2 h; higher % means a stronger effect | inhibition, % at 100 µM, or IC50 in µM where a hit was titrated | 0.02% of 340,000 active;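 active = phage lysis inhibition, versus mean bacterial control, above a set limit; inconclusive = no clear call, values can overlap the other calls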;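 also: capsule biogenesis inhibitors block K1F phage lysis so surviving cells raise fluorescence; higher fluorescence means more inhibition of phage lysis; actives were called in the ten point dose series up to 300 µM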
NS5 inhibitors = Dengue-2 NS5 methyltransferase inhibitors, primary screen, biochemical, confirmation dose response (AID 588689). Dengue-2 NS5 methyltransferase capping enzyme assay, biochemical; higher % means a stronger effect. 0.3% of 340,000 active. one-dose inhibition, % at 25 µM; IC50 in µM for titrated hits. Genome polyprotein (Dengue virus type 2 (strain 16681-PDK53)); in the data active = a potency from the dose series; inconclusive = inhibition above about 29% without an active follow-up result
RSV CPE inhibition = RSV antiviral activity via CPE protection, HEp-2 cells, primary 10 µM value included (AID 2391); 0.13% of 310,000 active; HEp-2 cells, RSV-induced CPE inhibition; higher % means a stronger effect; CPE inhibition, % at 10 µM; hits with a dose series show IC50 in µM; in the data active = a potency from the dose series; inconclusive = CPE inhibition mostly from about 23% at the one dose, without a potency; inactive = the rest, 99 in 100 with CPE inhibition below about 21%; also: strong numbers were not always called active
PhoP inhibition = inhibitors of PhoP regulon expression, primary screen, Salmonella Typhimurium, GFP reporter (AID 1863); S. Typhimurium PhoP-regulated promoter GFP reporter, 4 h; higher % means a stronger effect; one-dose inhibition, % at 50 µM; IC50 in µM for titrated hits; 0.16% of 300,000 active;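 active = inhibition over 29.93%, a cutoff 3 SD above the screen mean, later confirmed by dose response; inconclusive = inhibition over 29.93% but no dose response follow-up; inactive = inhibition at most 29.93% or unconfirmed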;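 also: 0% = low Mg2+ inducing control and 100% = high Mg2+ repressing control; strong numbers were not always called active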
NTR1 agonist = agonists of NTR1, primary screen, imaging, U2OS cells, beta-arrestin-GFP, high content (AID 493036); Neurotensin receptor type 1 (Homo sapiens), P30989; NTR1-U2OS beta-arrestin-GFP spot imaging, agonist mode; activation, % at 20 µM; 0.17% of 330,000 active;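 active = activation at or above 40% of the spot to cytoplasm intensity ratio, with at least 20 cells analyzed; inconclusive = wells under 20 cells, flagged as cytotoxic or low count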;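 also: 0% = DMSO without peptide and 100% = 100 nM NTR1 peptide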
Target sequence (P30989 whole entry, looked up): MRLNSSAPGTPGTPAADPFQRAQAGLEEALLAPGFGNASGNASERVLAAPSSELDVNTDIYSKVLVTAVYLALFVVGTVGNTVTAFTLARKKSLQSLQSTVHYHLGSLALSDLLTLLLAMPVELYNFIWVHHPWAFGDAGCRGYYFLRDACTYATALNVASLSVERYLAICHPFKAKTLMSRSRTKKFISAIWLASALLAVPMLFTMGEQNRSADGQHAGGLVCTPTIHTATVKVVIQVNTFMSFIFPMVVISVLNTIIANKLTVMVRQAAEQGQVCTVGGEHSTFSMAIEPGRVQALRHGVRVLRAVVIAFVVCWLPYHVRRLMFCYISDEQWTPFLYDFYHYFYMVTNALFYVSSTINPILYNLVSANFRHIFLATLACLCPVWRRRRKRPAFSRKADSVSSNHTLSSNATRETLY
West Nile virus CPE = West Nile virus antiviral activity, cell-based, CPE readout (AID 1621). West Nile virus-infected cells, CPE inhibition; higher % means a stronger effect. CPE inhibition, % at 10 µM; hits with a dose series show IC50 in µM. 0.02% of 290,000 active; in the data active = a potency from the dose series; inconclusive = CPE inhibition mostly from about 3.7% at the one dose, without a potency; inactive = the rest, 99 in 100 with CPE inhibition below about 2.2%; also: strong numbers were not always called active
SV40 large T antigen = SV40 large T antigen inhibitors, biochemical (AID 1903) | 0.39% of 310,000 active | SV40 large T antigen ATPase/helicase inhibition assay; higher % means a stronger effect | inhibition, % at 20 µM, or IC50 in µM where a hit was titrated; in the data active = a potency from the dose series; inconclusive = inhibition mostly from about 32% at the one dose, without a potency; inactive = the rest, 99 in 100 with inhibition below about 32%; also: strong numbers were not always called active
T cell HTS = modulators of CD8 T cell-vesicle binding, primary screen, mouse 2C CD8+ T cells, flow cytometry. 0.068% of 330,000 active. calls only at 7 µM. 2C CD8+ T cell-vesicle binding; active compounds read low;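 active = response, share of CD8 T cells binding vesicles, and their 90th percentile fluorescence all below set limits, cut at about 80% in these data, passing the limit was not always enough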
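Assay system: 2C TCR transgenic mouse naive CD8+ T cells, MACS-purified | Read-out: CD8+ gate FL2 mean fluorescence as % of same-row positive control | Signal: High-throughput flow cytometry with anti-B7-1 and anti-CD8 staining | Timing: Binding step 1.5 h, 37 °C, antibody labelling 20 min, ice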
Rac1 GTP hydrolysis = MgcRacGAP GTPase-activating activity inhibitors, confirmation, biochemical, ADP Hunter fluorescence; Rac GTPase-activating protein 1 (Homo sapiens); MgcRacGAP-stimulated Rac1 GTP hydrolysis, ADP Hunter fluorescence; higher % means a stronger effect; GST-tagged Rac1 F28L mutant substrate; one-dose inhibition, % at 30 µM; IC50 in µM for titrated hits; 0.6% of 340,000 active; AID 624330, 2012;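 active = first-screen hits whose inhibition reached a set limit at any dose in the follow-up dose series; inconclusive = inhibition above the set first-screen limit but never retested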;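 also: fluorescence reports GDP produced by GAP-driven GTP hydrolysis; strong numbers were not always called active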
T cell HTS vesicle-bound % = second read-out of T cell HTS, no call of its own (marks repeat the call); double positive events, %; measured here: CD8+ vesicle-bound cell fraction;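 binding gate set so that unloaded-vesicle control wells show 10% double positive cells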
NTR1 agonist cell count 20 µM = further read-out of NTR1 agonist, marked with its call; cell count; measured here: cell count, cytotoxicity flag
* marks the source's active call; other numbers are inactive results; i = inactive; ? = inconclusive; . = not tested or not shown; [ ] = dose if it differs, or a comment.

# | Molecule | T cell HTS vesicle-bound % | NS5 inhibitors | Rac1 GTP hydrolysis | NTR1 agonist | T cell HTS | K1F lysis inhibition | SV40 large T antigen | NTR1 agonist cell count 20 µM | RSV CPE inhibition | PhoP inhibition | West Nile virus CPE
1 | CN1CCN(c2cc(N3CCc4ccccc4C3)c(F)cc2[N+](=O)[O-])CC1 | 43.4 | -4.5% | -1.9% | 5.1 | i | 5.0%[50 µM] | 17.6% | 76 | 14.3% | 2.6% | ?
2 | Cc1ccc(S(=O)(=O)Nc2cccc(-c3ccc(N4CCCCCC4)nn3)c2)c(C)c1 | 29.4 | -6.9% | 8.8% | 3.1 | i | 0.5% | 6.8% | 58 | . | 1.7% | 0.0%
3 | COc1ccc(-c2cc(C(=O)OCC(=O)c3cccc([N+](=O)[O-])c3)c3cc(C)ccc3n2)cc1 | 43.8 | -1.8% | -3.2% | 0.9 | i | 0.1% | 2.0% | 97 | 6.8% | -10.4% | -0.3%
4 | Cc1cc(NC(=O)C(C)SCC(=O)Nc2cc(C(F)(F)F)ccc2N2CCOCC2)no1 (centres undefined) | 52.7 | -12.3% | 5.0% | -0.4 | i | 0.8%[50 µM] | 10.6% | 68 | -1.1% | 0.6% | .
5 | COc1ccc(C(=O)c2ccc(N(C)C)cc2)c2ccccc12 | 4.4 | -1.4% | -0.2% | 9.2 | i | 2.1% | 1.7% | 45 | 1.7% | 4.6% | 1.4%
6 | FC(F)C(F)(F)C1=CC(c2ccccc2)=NCCN1 | 38.6 | -11.7% | 8.9% | -0.1 | i | 0.1% | 12.1% | 35 | -0.4% | 2.8% | -0.3%
7 | CC(C)CNC(=O)COC(=O)c1c2c(nc3ccccc13)/C(=C/c1cccs1)CC2 | 32.1 | -2.0% | -3.9% | . | i | 3.2%[50 µM] | 3.9% | . | 0.1% | 4.8% | 0.3%
8 | Cc1ccc(NC(=S)c2nc3ccccc3[nH]2)c(C)c1 | 39.6 | 4.3% | 7.9% | 2.3 | i | ? | 22.1% | 51 | 1.3% | -10.1% | -1.3%
9 | Cn1c(=O)c2[nH]c(SCc3ccccn3)nc2n(C)c1=S | 17.2 | . | . | 0.3 | i | . | 1.0% | 73 | -0.7% | -1.3% | 0.4%
10 | Cc1c(NC(=O)COC(=O)Cn2cc(C(F)(F)F)ccc2=O)cccc1[N+](=O)[O-] | 32.3 | -0.7% | -1.1% | 0.9 | i | 1.8%[50 µM] | . | 56 | 0.4% | . | .
11 | C/C(=N/NC(N)=S)c1cc2ccc(O)cc2oc1=O | 54.8 | -80.3% | ? | -1.6 | i | 0.3% | 27.7µM* | 65 | 3.0% | -3.3% | 0.6%
12 | O=C(NCc1ccc(F)cc1)C1CC(=O)N(Cc2ccco2)C1 (centres undefined) | 6.4 | -2.6% | 6.4% | 0.0 | i | -1.7%[50 µM] | -0.6% | 69 | -0.2% | -12.2% | -0.1%
13 | O=c1cnnc(N/N=C/c2cccs2)[nH]1 | 31.7 | 6.4% | 14.8% | 0.9 | i | 0.2% | 14.7% | 65 | -2.7% | 0.2% | 0.1%
14 | Cc1nc(SCC(=O)N2CCOCC2)c2c(C)c(C)sc2n1 | 42.0 | 4.2% | 5.9% | -0.7 | i | -0.1% | 3.3% | 61 | 0.8% | 3.7% | -0.5%
15 | CC1CN(S(=O)(=O)c2ccccc2)C(C)N1C(=O)N1CCOCC1 (centres undefined) | 17.9 | -2.2% | 5.7% | 2.0 | i | -1.1% | 2.8% | 57 | 1.3% | -6.0% | -0.7%
16 | CC1CC1C(=O)OCC(=O)NC(=O)NCc1ccco1 (centres undefined) | 51.1 | -14.8% | 1.4% | 2.8 | i | 0.9% | 0.9% | 58 | 2.9% | -7.6% | 0.3%
17 | CCOC(=O)C1(CCCc2ccccc2)CCN(C(=O)Cc2nonc2C)CC1 | 48.4 | -8.6% | 9.3% | -0.4 | i | 1.1% | 3.1% | 27 | 7.4% | 3.7% | -1.7%
18 | O=C(O)c1ccc2c(c1)C(=O)N(c1ccc([N+](=O)[O-])cn1)C2=O | 54.2 | 4.1% | 8.5% | -1.1 | i | 0.0% | 5.2% | 63 | 0.2% | -6.8% | 0.4%
19 | CCOc1ccc(Nc2ccc(C(=O)O)cc2[N+](=O)[O-])cc1 | 49.2 | 7.3% | 8.9% | 1.1 | i | 0.0% | 2.6% | 104 | 1.6% | 6.4% | -0.3%
20 | O=C(NNC(=O)c1cccc(S(=O)(=O)N2CCc3ccccc32)c1)c1ccccc1 | . | -4.4% | -2.0% | . | . | 0.4% | 9.2% | . | . | -2.5% | -1.4%
21 | O=C(CN(Cc1ccc2c(c1)OCO2)C(=O)CSc1nc2ccccc2o1)NC1CCCCC1 | 25.0 | -8.2% | 6.0% | 0.4 | i | 0.0% | -3.2% | 82 | 2.5% | 1.8% | -0.4%
22 | COc1ccc(NC(=O)CSCC(=O)Nc2ccc(C)c(S(=O)(=O)N3CCCCCC3)c2)cc1 | 32.3 | 0.7% | 3.6% | 1.7 | i | -0.3%[50 µM] | 10.9% | 64 | 11.9% | -4.7% | .
23 | CCOC(=O)c1c(-c2ccc(C)cc2C)csc1NC(=O)CSc1nnnn1C | 23.0 | -2.1% | -6.4% | 17.5 | i | 4.3% | 4.6% | 59 | 4.3% | -10.8% | 0.1%
24 | COC(=O)CNS(=O)(=O)c1ccc(OC)cc1 | 33.0 | 7.2% | 8.2% | -1.8 | i | 0.0% | 5.1% | 93 | 1.2% | -6.4% | -0.2%
25 | Cc1occc1-c1nnc(SCC(=O)N(C)c2ccccc2)o1 | . | 2.2% | 8.6% | -0.6 | . | -0.2%[50 µM] | . | 60 | . | . | .
26 | NC(=O)c1ccc(NC(=O)COC(=O)C2(c3cccc(F)c3)CCCC2)cc1 | 33.7 | 0.8% | 10.8% | -0.4 | i | -0.2% | 17.7% | 38 | 10.1% | 0.6% | -0.7%
27 | CC(CNC(=O)c1ccc(OC2CCN(Cc3ccccn3)CC2)cc1)Oc1cccnc1 (centres undefined) | 40.0 | -5.2% | 0.4% | 0.2 | i | 1.7%[50 µM] | 10.0% | 61 | 0.7% | 3.5% | 0.1%
28 | O=C1CC(N2CCOCC2)C(=O)N1c1ccccc1Cl (centres undefined) | 13.0 | -2.3% | 6.4% | 2.8 | i | 0.0% | 11.6% | 89 | -1.3% | -6.6% | -0.2%
29 | CCOC(=O)c1c(C)[nH]c(C)c1C(=O)COC(=O)/C=C/c1cccc(C(F)(F)F)c1 | 23.7 | -2.6% | -0.6% | . | i | 0.0% | 6.8% | . | 2.4% | -15.9% | -1.2%
30 | CCOC(=O)NN1C(=O)c2ccccc2NC1(C)C | 27.5 | -6.2% | 4.0% | 0.7 | i | 0.1% | 0.1% | 37 | 3.6% | -5.3% | -0.2%
31 | O=C(NC1CCCCC1)c1cccc2c1C(=O)c1ccc(N3CCC(Cc4ccccc4)CC3)cc1S2(=O)=O | 13.1 | ? | 5.9% | -0.6 | i | 0.5% | . | 73 | . | . | .
32 | CCc1nonc1NC(=O)c1oc2cc(C)c(Cl)cc2c1C | 5.4 | -5.3% | -17.4% | 0.4 | i | 0.1% | 4.5% | 66 | 1.9% | -1.6% | ?
33 | CCC(=O)N=c1sc2c(OC)ccc(OC)c2n1C | 24.9 | -2.8% | 6.3% | 2.7 | i | 0.3% | 13.1% | 55 | 3.9% | . | -0.1%
34 | CCOC(=O)C1=C(C)NC(SC)=NC1c1ccc(OC)cc1 (centres undefined) | 47.6 | 4.4% | 3.0% | -1.4 | i | 3.3% | 10.2% | 51 | 0.1% | -8.6% | .
35 | O=C1NC(c2cccc([N+](=O)[O-])c2)=CCN1c1ccccc1O | 34.9 | 9.4% | 4.1% | 2.4 | i | 0.1% | 22.7% | 61 | 2.0% | -1.2% | 0.1%
36 | Cc1occc1C(=O)Nc1cccc(C(F)(F)F)c1 | 6.8 | -10.9% | 1.7% | 0.0 | i | -0.3% | 21.9% | 81 | 1.5% | 1.7% | -0.5%
37 | CCOC(=O)C(O)C1CCc2c([nH]c3ccc(C)cc23)C1=O (centres undefined) | 2.1 | -5.4% | 7.1% | 1.0 | i | 0.1% | 16.0% | 58 | -1.3% | -4.0% | 0.2%
38 | CC(C)C[C@@H](CO)N(Cc1ccccc1)S(=O)(=O)N(Cc1ccccc1)[C@@H](CO)CC(C)C | 26.9 | -5.8% | 11.7% | 47.0* | i | -2.1% | . | 65* | -1.7% | . | .
39 | CCn1c(CC(=O)Nc2ccccc2C)nnc1SCC(=O)Nc1nncs1 | 50.9 | -9.5% | 4.0% | -0.7 | i | 2.2% | 4.6% | 58 | 2.2% | -2.3% | -0.1%
40 | COC(=O)Nc1ncc(CN2CCCCC2)s1 | 15.1 | -2.4% | 1.8% | -0.7 | i | 0.3% | 2.5% | 57 | 0.4% | 4.7% | 0.2%

Entries by screen from above:
Entries 18–21 in PhoP inhibition read -6.8%, 6.4%, -2.5%, 1.8%
Entries 18–21 in NTR1 agonist cell count 20 µM read 63, 104, ., 82

Ordered by value in RSV CPE inhibition (descending): 4 of the compounds above
nr	molecule	T cell HTS vesicle-bound %	NS5 inhibitors	Rac1 GTP hydrolysis	T cell HTS	SV40 large T antigen	RSV CPE inhibition	PhoP inhibition	West Nile virus CPE
33	CCC(=O)N=c1sc2c(OC)ccc(OC)c2n1C	24.9	-2.8%	6.3%	i	13.1%	3.9%	.	-0.1%
39	CCn1c(CC(=O)Nc2ccccc2C)nnc1SCC(=O)Nc1nncs1	50.9	-9.5%	4.0%	i	4.6%	2.2%	-2.3%	-0.1%
32	CCc1nonc1NC(=O)c1oc2cc(C)c(Cl)cc2c1C	5.4	-5.3%	-17.4%	i	4.5%	1.9%	-1.6%	?
36	Cc1occc1C(=O)Nc1cccc(C(F)(F)F)c1	6.8	-10.9%	1.7%	i	21.9%	1.5%	1.7%	-0.5%
